Compound activity deposited in PubChem by several laboratories.
ROCK2 blocker – blocks human Rho kinase 2 activity; O75116; purified ROCK2, Kinase-Glo ATP depletion luminescence; inhibition, % at 6 µM; 60,000 tested, 0.35% active;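 active means inhibition above the screen-wide mean inhibition plus 3 SD, cut at about 18% in these data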;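 further: plate controls were DMSO wells for no effect and Y-27632 control wells after no-enzyme background subtraction for full effect; many of its hits are not listed in these tables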
PKA kinase inh – blocks human protein kinase A activity | P17612 | inhibition, % at 6 µM | 65,000 tested, 0.1% active | PKA Kemptide phosphorylation, Kinase-Glo ATP luminescence;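 active means inhibition above the screen-wide mean inhibition plus 3 SD, cut at about 21% in these data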; further: many of its hits are not listed in these tables
C1s inh – human complement C1s inhibition | P09871 | purified C1s, fluorogenic AMC substrate, pooled mixtures | mean inhibition % of two 10-compound mixtures (stronger effect = higher value), % at 5 µM (by protocol) | 62,000 tested, 0.16% active | AID 538;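 active means inhibition above 20% in each of the two 10-compound mixture wells holding the compound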;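 further: 0% = enzyme wells lacking compound mixture and 100% = no-enzyme blank wells; some compounds called inactive have numbers as strong as hits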
Cathepsin G inh – inhibitors of human cathepsin G; P08311; purified enzyme, AMC-tetrapeptide fluorescence, pooled mixtures; inhibition, % at 5 µM (by protocol); 62,000 tested, 0.2% active; AID 581;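 active means inhibition above 20% in each of the two mixture wells holding the compound; inactive means inhibition of 20% or less in either well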;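 further: 0% = enzyme control without mixture and 100% = blank lacking enzyme; strong numbers were not always called active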
Target sequence (P08311 21-244 limits assumed): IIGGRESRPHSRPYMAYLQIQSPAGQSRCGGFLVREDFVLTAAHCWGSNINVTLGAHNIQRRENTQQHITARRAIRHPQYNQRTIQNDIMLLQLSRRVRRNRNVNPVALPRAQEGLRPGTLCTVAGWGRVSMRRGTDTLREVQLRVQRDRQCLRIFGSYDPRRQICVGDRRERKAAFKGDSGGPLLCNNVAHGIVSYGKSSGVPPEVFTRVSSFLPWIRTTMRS
HER2 expr 66K – lowers expression of human Her2 kinase. 65,000 tested, 0.69% active. HER2 level % of control, % at 10 µM. P04626. SKBR-3 HER2 protein level, AlphaScreen, 18-24 h; stronger effect = lower value;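 active means HER2 level under 5% of the carrier-only control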;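 further: 100% = DMSO carrier and 0% = 500 nM PU-H71 HSP90 inhibitor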
CatB inh – blocks human cathepsin B protease activity; 63,000 tested, 0.1% active; purified cathepsin B, fluorogenic substrate, fluorescence; AID 453; P07858; inhibition, %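 (tested at 10 µM)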; in the data active means inhibition above about 21%;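 further: 0% = enzyme with no compound and 100% = no enzyme blank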
CatB mixtures – human cathepsin B inhibition by mixtures. 62,000 tested, 0.06% active. Purified cathepsin B, AMC dipeptide fluorescence, compound mixtures. P07858. inhibition, %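 (ten-compound pools at 5 µM per compound and 50 µM total)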. AID 488; in the data active means inhibition above about 22%, passing the limit was not always enough;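 further: 0% = enzyme without compound and 100% = no enzyme blank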
CatL inh – blocks human cathepsin L protease activity; P07711; purified cathepsin L, fluorogenic substrate, fluorescence; inhibition, %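 (tested at 10 µM)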; 58,000 tested, 0.17% active; in the data active means inhibition above about 45%;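 further: 0% = enzyme with no compound and 100% = no enzyme blank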
Target sequence (P07711 114-288 limits assumed): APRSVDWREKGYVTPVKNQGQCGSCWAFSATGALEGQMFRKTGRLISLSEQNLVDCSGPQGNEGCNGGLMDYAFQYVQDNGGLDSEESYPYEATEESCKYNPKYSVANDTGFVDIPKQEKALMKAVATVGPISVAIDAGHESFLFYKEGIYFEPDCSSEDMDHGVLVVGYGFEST
Target sequence (P07711 292-333 limits assumed): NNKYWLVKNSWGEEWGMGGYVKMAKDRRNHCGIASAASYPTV
CatS block – human cathepsin S inhibition; P25774; 62,000 tested, 0.06% active; AID 501; inhibition, %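 (tested at 5 µM per compound within 10-compound mixtures)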; recombinant cathepsin S, AMC dipeptide fluorescence, pooled mixtures; in the data active means inhibition above about 32%, passing the limit was not always enough;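 further: 0% = enzyme without compound and 100% = blank without enzyme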
Target sequence (P25774 115-331 limits assumed): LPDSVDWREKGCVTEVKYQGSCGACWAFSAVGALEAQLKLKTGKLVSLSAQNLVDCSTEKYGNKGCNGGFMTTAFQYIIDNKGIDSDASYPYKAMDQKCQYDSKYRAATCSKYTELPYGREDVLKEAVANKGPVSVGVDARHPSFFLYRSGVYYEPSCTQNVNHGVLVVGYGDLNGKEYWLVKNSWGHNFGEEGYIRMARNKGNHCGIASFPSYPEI
Starred values were filed as active, the others as inactive; x = not tested or not shown. These rows are one share of the data; rates above refer to the full screens.

A first look (3 entries):
cpd	structure	ROCK2 blocker	PKA kinase inh	C1s inh	Cathepsin G inh	HER2 expr 66K	CatB inh	CatB mixtures	CatL inh	CatS block
1	CCCCC(c1nnnn1C1CCCC1)N1CCN(C2CCCCC2)CC1 (stereo not given)	2	6	5	-7	104	-3	8	0	0
2	CCC1(C)C2(C#N)C(N)=NC(OC)(OC)C12C#N (stereo not given)	x	x	13	8	82	4	2	8	3
3	O=C1NCCN1CCNS(=O)(=O)c1ccc2ccccc2c1	2	-3	-1	-1	116	0	-3	-7	-12

The listing, from the first entry:
cpd	structure	ROCK2 blocker	PKA kinase inh	C1s inh	Cathepsin G inh	HER2 expr 66K	CatB inh	CatB mixtures	CatL inh	CatS block
1	CCCCC(c1nnnn1C1CCCC1)N1CCN(C2CCCCC2)CC1 (stereo not given)	2	6	5	-7	104	-3	8	0	0
2	CCC1(C)C2(C#N)C(N)=NC(OC)(OC)C12C#N (stereo not given)	x	x	13	8	82	4	2	8	3
3	O=C1NCCN1CCNS(=O)(=O)c1ccc2ccccc2c1	2	-3	-1	-1	116	0	-3	-7	-12
4	Cc1nc(=O)c(-c2ccccc2)c(C)n1CCCO	11	9	6	10	92	2	2	1	0
5	COc1ccc2c(CC(=O)Nc3nnc(C4CC4)s3)coc2c1	4	10	15	11	89	1	7	16	11
6	CCC1CCCCN1CCCNC(=O)c1ccc(CS(=O)(=O)Cc2ccccc2F)o1 (stereo not given)	x	-2	2	10	85	-6	-9	28	-1
7	CCCCn1c(C)cc2cc(O)ccc21	2	2	13	14	93	1	0	-3	10
8	CC(c1ccccc1)n1cc(C(=O)NCCN2CCOCC2)nn1 (stereo not given)	x	8	32	11	117	2	2	x	-1
9	O=C(CSCc1c(F)cccc1Cl)NCc1ccco1	5	7	10	9	96	4	6	5	22
10	Cc1cc(NC(=O)c2ccco2)ncc1NC(=O)CCc1ccccc1	-9	-8	5	1	110	2	-4	-2	-3
11	CC1CCCC(NC(=O)c2ccc3c(=O)n(CC4CCCO4)c(=O)[nH]c3c2)C1C (stereo not given)	1	8	-124	-8	97	-1	1	3	-6
12	Cc1ccc(CNc2oc(COc3ccccc3Cl)nc2C#N)cc1	-13	4	x	x	115	-1	x	10	x
13	O=C(CCSc1ccc(Cl)cc1)N1CCN(c2ncccn2)CC1	7	1	-1	1	81	-5	4	-2	-3
14	c1csc(Cc2nc(-c3ccc(-n4cccc4)cc3)no2)c1	0	4	-6	1	98	3	5	12	14
15	Cc1cccc(C2Nc3ccccc3C(=O)N2c2ccccc2)n1 (stereo not given)	6	8	-31	18	109	-5	36	-44	-1
16	C=CCOC(=O)Nc1c(C(=O)OC)[nH]c2ccc(Cl)cc12	2	2	6	11	84	-1	5	-9	-4
17	CCOC(=O)C1=C(C)Nc2ncnn2C1c1ccccc1F (stereo not given)	8	8	-3	-6	77	2	5	7	3
18	NC(=O)CN(c1ccccc1)C1SC(=O)N(Cc2ccccc2)C1=O (stereo not given)	1	0	5	4	57	-2	9	2	20
19	CCOC(=O)c1c(NC(=O)c2cccs2)sc2c1CCC2	4	8	-24	1	132	2	10	-2	2
20	Cn1ncc2nc[nH]c(=O)c21	-3	-3	x	x	103	-2	x	8	x
21	CCCC1(C(=O)OC)NC(c2ccco2)C2C(=O)N(c3ccc(C)cc3)C(=O)C21 (stereo not given)	3	4	13	12	117	4	3	7	2
22	CCCCN(C)C(=O)C1CCC(=O)N(c2cc(OC)c(OC)c(OC)c2)C1c1ccc(OC)cc1 (stereo not given)	x	4	1	-2	76	1	-1	-1	-21
23	COc1ccc(NC(=O)COC(=O)c2cnccn2)cc1Cl	4	10	-5	0	113	7	3	5	12
24	COc1cc2ccc(=O)oc2c(O)c1OCC=C(C)C	-3	-3	-2	0	172	-2	6	-2	14
25	O=C(NCCSCc1c(F)cccc1Cl)c1ccco1	-2	2	11	12	94	3	5	4	1
26	CCC(CO)N=CC1=C(O)C(C(=O)c2ccccc2)CCC1=O (stereo not given)	4	0	4	-1	89	-2	3	x	-12
27	Cc1nn2c(N3CCN(c4ccccn4)CC3)cc(C(C)C)nc2c1-c1ccccc1	9	3	-24	6	95	-3	-5	7	7
28	CN(CC(=O)Nc1ccccc1Cl)C(=O)COC(=O)CNC(=O)c1ccc(Br)o1	-8	-1	-1	-1	110	-2	-2	-6	12
29	COc1cccc(C2CC(c3cccc(C)c3)n3ncnc3N2)c1 (stereo not given)	1	7	6	0	94	1	0	4	-2
30	CC(=O)Nc1nc(CC(=O)c2ccccc2)cs1	2	9	-9	46	85	2	1	x	9
31	CCOc1ccccc1N(CC(=O)NC1CCCCC1)C(=O)CCCC(=O)Nc1ccccn1	5	9	-15	7	109	0	2	-9	-8
32	Cc1cccc(C)c1OCC(=O)Nn1c(C)nc2ccccc2c1=O	7	10	4	-1	94	-1	-1	0	3
33	Nc1nc(SCC(=O)N2CCc3ccccc3C2)[nH]c(=O)c1-c1ccccc1	-2	9	-11	-6	99	2	-2	x	16
34	CN1CCN(c2nc3ccccc3nc2C(C#N)C(=O)OC2CCCCC2)CC1 (stereo not given)	0	5	7	9	37	1	7	-8	1
35	COc1ccc(-c2nnc3sc(CCN4C(=O)c5ccccc5C4=O)nn23)cc1	3	-4	-19	1	85	-1	5	2	1
36	COCc1cc(=O)[nH]c(Nc2nc(C)c3ccc(C)cc3n2)n1	4	3	-13	4	39	6	4	4	14
37	CN1CCN(S(=O)(=O)c2ccc(N3CCN(S(=O)(=O)/C=C/c4ccccc4)CC3)nc2)CC1	4	10	3	-9	130	9	3	91*	15
38	COC(=O)c1cc(Br)c(=O)n(Cc2ccco2)c1	8	0	x	x	91	2	x	15	x
39	CCOC(=O)c1cnc(-c2ccccc2)[nH]c1=O	-3	2	-20	-3	75	4	-2	-8	5
40	Cc1ccc(C)c(NC(=O)c2ccc3c(c2)N(Cc2ccc(F)cc2)C(=O)CS3=O)c1 (stereo not given)	2	-5	12	9	90	3	6	-1	-3
41	O=C(NCCCNCc1ccccc1)c1ccc(/C=N/O)nc1	6	10	2	8	113	2	1	1	3
42	CCN1CCN(C(c2cccs2)C(C)NS(=O)(=O)c2ccc(F)cc2)CC1 (stereo not given)	0	-1	4	8	104	2	2	-4	-25
43	Cc1ccc(C(=O)COC(=O)c2cnccn2)cc1	-5	-3	3	9	54	1	4	x	5
44	Cc1cccc(Cn2c(Sc3nc(C)cs3)nc3c2c(=O)[nH]c(=O)n3C)c1	0	-6	2	1	100	1	7	-5	2
45	C(=N\c1nc2ccccc2n1CCN1CCOCC1)/c1cccs1	7	4	16	8	83	5	-3	6	-5
46	O=C(Cn1cnc2c(cnn2-c2ccccc2)c1=O)NCc1ccccc1	5	10	5	0	100	6	0	-5	-21
47	COCON1C(=O)CN(C(C)=O)C1c1ccc(Cl)cc1Cl (stereo not given)	-1	-3	16	8	80	2	2	9	10
48	CC(=O)NC(CCS(C)(=O)=O)C(=O)Nc1ccc(Cl)c(Cl)c1 (stereo not given)	-9	1	-8	-7	91	-1	-6	10	-7
49	COc1ccc(C(CC(=O)NC(C)(C)C)n2cccc2)cc1 (stereo not given)	2	-1	-115	-19	70	1	-8	-5	-20
50	Cc1ccccc1C(OCC(O)CN1CCCCC1CCO)c1ccccc1 (stereo not given)	2	11	9	10	110	3	52	7	x
51	COC(=O)CN(c1nc(C)cc(OC)n1)S(=O)(=O)c1ccccc1	-5	5	x	x	113	2	x	-4	x
52	Cc1cccc(-c2noc(CCCC(=O)Nc3cccnc3)n2)c1	2	-4	-4	0	112	6	-3	21	-2
53	O=C(COC(=O)C1CCCCC1)Nc1ccc(N2CCCCC2)cc1	x	-6	0	-2	78	4	1	x	2
54	CCOc1cccc2cc(C(=O)N3CCc4ccccc43)c(=O)oc12	1	8	-16	-2	89	2	3	-3	-3
55	O=C1Nc2ccccc2C12OCC1(CO2)COC2(OC1)C(=O)Nc1ccccc12 (stereo not given)	x	2	-59	6	84	0	4	-4	-3
56	O=C(Cc1ccccc1)Nc1nnc(-c2cccs2)s1	-4	1	6	9	119	-5	3	11	7

Later entries:
cpd	structure	ROCK2 blocker	PKA kinase inh	C1s inh	Cathepsin G inh	HER2 expr 66K	CatB inh	CatB mixtures	CatL inh	CatS block
57	COc1ccccc1NC(=O)COc1ccc(CO)cc1Cl	0	6	-8	-10	93	0	3	3	-5
58	O=C(O)CCSc1nnc(-c2ccncc2)n1-c1ccccc1	2	-4	-2	4	100	-1	-3	0	23
59	Cc1cc(C(F)F)n2nc(C(=O)Nc3ccc(S(=O)(=O)N4CCCC4)cc3)nc2n1	0	-1	-93	0	117	6	-6	22	-10
60	COc1ccc(NC(=O)c2cc(CN3C(=O)c4ccccc4C3=O)ccc2OC)cn1	0	2	11	12	14	2	5	-2	13
61	COc1ccc(N=Cc2c(O)[nH]c3ccccc23)cc1OC	37*	10	-9	8	67	2	5	-6	43
62	C=C(C)Cn1c(CCNC(=O)CC)nc2ccccc21	x	11	-24	7	99	-1	1	5	1
63	O=C(NCc1cccnc1)c1ccccn1	4	7	10	8	79	3	3	11	8
64	COc1ccc(Cl)cc1N1C(=O)C2CCCN2C1c1sccc1C (stereo not given)	0	-3	1	1	92	4	0	-2	-2
65	Cc1cc(C(F)(F)F)nn1Cc1ccc(C(=O)NCc2ccco2)o1	3	-7	-6	-6	102	1	3	3	4
66	O=C(c1ccc(Br)cc1)N1CCN(S(=O)(=O)c2ccccc2)CC1	2	2	-57	-16	76	1	1	-6	-1
67	CC(=O)c1c(N)nc2n(c1=O)CCCCC2	8	3	x	x	90	-7	x	1	x
68	Cn1c(Cn2c(=O)sc3ccccc32)nnc1SCC(=O)N1CCCC1	-5	8	8	-2	90	2	1	x	1
69	CCS(=O)(=O)N1CCCC(C(=O)NCC2CCCO2)C1 (stereo not given)	5	8	-19	-5	73	0	-6	3	-14
70	COC(=O)C1=C(C)NC(C)=C(C(=O)OC)C1c1cc2cc(C)ccc2[nH]c1=O	5	10	-2	2	117	-7	4	-7	4
71	COc1ccc(Nc2cc(C)nc3nc(C)nn23)cc1Cl	-5	-4	21	15	101	4	3	20	0
72	CSC1=C(C#N)C(c2cccc(Br)c2)CC(=O)N1 (stereo not given)	2	-2	-8	6	98	7	7	6	7
73	CCOC(=O)c1c(C)c(C(=O)NC2CCCCC2)c(C)n1CC	1	4	14	8	110	2	1	-7	0
74	CCC(C)(C)NC(=O)CN(C(=O)c1snc(C(N)=O)c1N)c1ccc2c(c1)OCO2	-1	-1	0	-41	112	0	2	5	-14
75	CCCOc1cc(CN2CCCCC2)cc(C(C)=O)c1	6	3	-3	10	96	1	8	-8	4
76	O=C(Cn1cnc2ccccc21)NCc1ccccc1	5	6	10	1	92	-1	2	-4	0
77	CCOC(=O)c1sc2nc(NC(=O)c3cccs3)sc2c1C	-2	6	3	7	87	3	-2	15	-13
78	COc1ccc(-c2cc3ccccc3n2CC(O)CN2CCOCC2)cc1 (stereo not given)	x	5	4	8	79	6	2	-8	33
79	CC(C)CCNC(=O)C1CCCN(S(=O)(=O)c2ccc(F)cc2)C1 (stereo not given)	5	0	2	-1	104	1	23	9	26
80	O=C(/C=N/O)NCc1cccnc1	1	1	17	10	99	2	3	-9	1
81	Cc1ccc(CN2CCC(C(=O)NCCC(C)C)CC2)o1	6	8	9	8	118	4	3	10	0
82	COC(=O)c1cc(NC(=O)c2nccnc2C(=O)O)cc(C(=O)OC)c1	-6	11	3	2	83	2	0	21	2
83	CC(O)CNC(=O)C1CCN(Cc2ccc(OCc3ccccc3)cc2)CC1 (stereo not given)	3	3	-11	-5	134	1	1	5	14
84	CCN1CCN(C(c2ccc(F)cc2)c2nnnn2Cc2cccs2)CC1 (stereo not given)	3	11	9	4	106	5	4	11	-5
